# KCNQ2 block: KCNQ2 channel blockers in CHO-K1 cells – cell-based, FluxOR thallium flux, B-score, primary screen (AID 2156). O88943. B-score at 10 µM. 20 min; hits give low values. hit rate 1.1% among 310,000;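 active = fluorescence ratio B-score at most minus 3 library SDs, with starting brightness B-score within 2 library SDs, cut at about -5.5 in these data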
# Kir21 inh: inhibitors of mouse Kir2.1 inward-rectifier potassium channel. P35561. HEK293-Kir2.1, FluxOR thallium flux fluorescence; hits give low values. B-score at 10 µM. hit rate 0.85% among 310,000. AID 1672;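 active = fluorescence ratio B-score at or below minus 3 SD of library scores, with starting-brightness B-score within 2 SD, cut at about -4.2 in these data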;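 also: channel flux triggered by added potassium and thallium sulfate stimulus; B-score of peak minus minimum fluorescence over baseline after thallium stimulus; more negative B-score means stronger Kir2.1 block with less thallium influx; some compounds called inactive have numbers as strong as hits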
# Target sequence (P35561 whole entry, looked up): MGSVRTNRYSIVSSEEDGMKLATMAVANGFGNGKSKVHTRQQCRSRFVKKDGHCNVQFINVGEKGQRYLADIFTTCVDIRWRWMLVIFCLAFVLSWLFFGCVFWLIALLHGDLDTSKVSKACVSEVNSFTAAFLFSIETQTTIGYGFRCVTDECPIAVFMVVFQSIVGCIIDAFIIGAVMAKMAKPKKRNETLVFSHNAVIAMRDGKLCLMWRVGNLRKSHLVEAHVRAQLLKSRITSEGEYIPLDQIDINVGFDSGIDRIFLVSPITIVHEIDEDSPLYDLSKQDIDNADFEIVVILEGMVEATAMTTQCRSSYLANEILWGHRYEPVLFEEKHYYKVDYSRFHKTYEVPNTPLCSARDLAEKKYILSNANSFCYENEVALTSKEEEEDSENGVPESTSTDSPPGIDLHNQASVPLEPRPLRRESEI
# CHT block: inhibits the human high affinity choline transporter | Q9GZV3 | CHT-expressing cells, membrane potential dye, choline response; hits give low values | B-score at 10 µM | hit rate 0.86% among 310,000;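 active = B-score over 3 SD under the library average, and starting fluorescence ratio not unusually high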;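 also: choline stimulus applied at its EC90 after an EC20 pre-addition; B-score computed on integrated fluorescence ratio after choline addition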
# Target sequence (Q9GZV3 whole entry, looked up): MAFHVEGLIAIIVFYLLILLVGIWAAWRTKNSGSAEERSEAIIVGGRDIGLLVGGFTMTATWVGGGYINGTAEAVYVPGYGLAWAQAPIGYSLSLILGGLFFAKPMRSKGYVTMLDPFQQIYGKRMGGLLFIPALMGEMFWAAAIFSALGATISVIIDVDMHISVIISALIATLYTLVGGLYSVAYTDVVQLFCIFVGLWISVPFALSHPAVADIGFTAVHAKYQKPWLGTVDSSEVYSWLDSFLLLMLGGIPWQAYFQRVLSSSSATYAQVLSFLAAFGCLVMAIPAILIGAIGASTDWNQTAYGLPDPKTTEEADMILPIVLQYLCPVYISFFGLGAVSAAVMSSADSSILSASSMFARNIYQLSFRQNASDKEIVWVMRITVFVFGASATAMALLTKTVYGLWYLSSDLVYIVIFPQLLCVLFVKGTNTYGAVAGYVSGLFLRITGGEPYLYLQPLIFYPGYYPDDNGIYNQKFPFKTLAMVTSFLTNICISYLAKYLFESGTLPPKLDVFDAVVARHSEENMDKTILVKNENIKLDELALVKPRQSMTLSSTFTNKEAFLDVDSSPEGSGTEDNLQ
# Active calls of the source: *; i = inactive; · = no result given.
KCNQ2 block	Kir21 inh	CHT block	mol
i	-0.79	i	O=C(Nc1ccccc1C(=O)N1CCN(Cc2ccccc2)CC1)c1ccc(F)cc1
i	-0.94	i	CCc1c(C)nc2cc(-c3ccc(OC)cc3)[nH]n2c1=O
i	0.82	i	N/C(=N\OC(=O)COc1ccc([N+](=O)[O-])cc1)c1cccnc1
i	1.09	i	Cc1cc(OCC(=O)N2CCOCC2)ccc1NC(=O)C1CCCCC1
i	-0.57	i	CCCCN(C1CCS(=O)(=O)C1)S(=O)(=O)c1ccc(OC)c(OC)c1 (stereo not given)
i	-0.42	i	O=C(Nc1nnc(CCc2ccccc2)s1)c1ccco1
i	0.7	i	CN1CCN(CCCCC(=O)c2ccccc2)CC1
i	1.39	i	COc1ccc(N(CC(O)CN2C(=O)NC(C)(C)C2=O)S(=O)(=O)c2ccccc2)cc1 (stereo not given)
i	1.93	i	CCOc1ccc(N2C(=O)CC(N3CCN(c4ccc(F)cc4)CC3)C2=O)cc1 (stereo not given)
i	-0.79	i	COc1ccc(S(=O)(=O)N2CCOC2CNC(=O)C(=O)NCCCN2CCOCC2)cc1OC (stereo not given)
i	-0.42	i	COCC(=O)N(Cc1cc2cccc(C)c2[nH]c1=O)c1ccccc1
i	-0.74	i	CCC1CCCCN1Cc1ccc(OC)c(C)c1C (stereo not given)
i	-0.89	i	COC(=O)c1ccccc1NC(=O)NC1CCN(Cc2ccccc2)CC1
i	-0.56	i	Cc1[nH][nH]c(=O)c1C=NCc1cccnc1
i	0.01	i	Oc1ccc(/C=C/c2nc(-c3ccccc3O)n(-c3ccccc3)n2)cc1
i	-1.81	i	Cc1ccccc1OC1C(=O)N(CC2CCCO2)C1c1ccc2c(c1)OCO2 (stereo not given)
i	0.12	i	CCCCc1ccc(NC(=O)COc2ccc(C(=O)Nc3ccccc3OCC)cc2)cc1
i	-1.55	i	CCOC(=O)c1c(OCCO)nn(-c2ccc(Cl)cc2)c1N
i	0.01	i	O=C(Cc1ccc(S(=O)(=O)N2CCOCC2)s1)Oc1ccc(F)cc1
i	-0.65	i	CC(C)c1ccc(NC(=O)C(c2ccccc2)N2CCC3(CC2)OCCO3)cc1 (stereo not given)

# Next part:
KCNQ2 block	Kir21 inh	CHT block	mol
i	0.36	i	COc1ccc(-c2nc3ccc([N+](=O)[O-])cc3o2)cc1
i	0.55	i	OCCC#Cc1c(-c2ccsc2)sc2ccccc12
i	0.17	i	CCOc1ccc(CCNC(=O)COC(=O)c2cccs2)cc1OCC
i	-2.16	i	CCOC(=O)C1CCN(C(=O)c2cc(S(=O)(=O)N3CCCCCC3)ccc2OC)CC1
i	-1.2	i	COc1ccc(CNC(=O)CC(C)S(=O)(=O)c2ccc3c(c2)NC(=O)CO3)cc1 (stereo not given)
i	-0.02	i	Cc1ccc(NC(=O)N/C=C/c2ccccc2)cc1
i	1.65	i	Cc1cccc(N(Cc2nnc3n2CCCCC3)C(=O)Nc2ccccc2)c1
i	0.18	i	O=C(NCC(c1cccs1)N1CCOCC1)c1ccco1 (stereo not given)
i	-1.95	i	CN(C)c1ccc(CNC(=O)c2cc(S(=O)(=O)N3CCOCC3)cn2C)cc1
i	-0.59	i	COc1ccc(NC(=O)Nc2ccncc2)c(OC)c1
i	1.57	-7.93*	COc1ccc(OCC(=O)N/N=C/C=C/c2ccccc2)cc1
i	-2.89	i	COc1ccccc1C(=O)NCC(=O)OCc1ccc(Br)cc1
i	0.05	i	COc1ccc(S(=O)(=O)NCCc2ccco2)cc1OC
i	0	-5.19*	O=C(Nc1ccccc1Cl)C1CCCN(c2ncnc3c2nc2n3CCCCC2)C1 (stereo not given)
i	0.73	i	COc1ccc(N2C(=O)CC(Nc3ccc(C(=O)O)cc3)C2=O)cc1OC (stereo not given)
i	-1	i	COc1ccc(NC(=O)c2ccccc2NC(=O)CSc2ccc(Cl)cc2)cc1
i	-0.67	i	CCCCC(=O)Nc1ncc(S(=O)(=O)c2ccc([N+](=O)[O-])cc2)s1
i	0.38	·	CN(C)c1ccc(/C=C/c2c([N+](=O)[O-])c(=O)n(C)c(=O)n2C)cc1
i	-0.63	i	N#CCCOC1(C#CCN2CCCC2)CCCCC1
i	1.35	i	Cc1ccc2c(COC(=O)c3ccc(C)c(C)c3)cc(=O)oc2c1

# Reprinted from above (four entries):
KCNQ2 block	Kir21 inh	CHT block	mol
i	-0.67	i	CCCCC(=O)Nc1ncc(S(=O)(=O)c2ccc([N+](=O)[O-])cc2)s1
i	0.38	·	CN(C)c1ccc(/C=C/c2c([N+](=O)[O-])c(=O)n(C)c(=O)n2C)cc1
i	-0.63	i	N#CCCOC1(C#CCN2CCCC2)CCCCC1
i	1.35	i	Cc1ccc2c(COC(=O)c3ccc(C)c(C)c3)cc(=O)oc2c1

# Whole records, looked up by structure:
# `CN(C)c1ccc(/C=C/c2c([N+](=O)[O-])c(=O)n(C)c(=O)n2C)cc1` is listed as KCNQ2 block = i; Kir21 inh = 0.38; CHT block = ·
# `CCOc1ccc(CCNC(=O)COC(=O)c2cccs2)cc1OCC` is listed as KCNQ2 block = i; Kir21 inh = 0.17; CHT block = i

# The listing continues.
KCNQ2 block	Kir21 inh	CHT block	mol
i	0	i	O=C(CNc1ccc(F)cc1)N/N=C1\CCc2ccccc21
i	-1.24	i	COc1cccc(-c2ccc3nnc(SCC(=O)N4CCOCC4)n3n2)c1
i	0.04	i	COCC(C)n1c(C)cc(C(=O)CSc2nnc(Nc3ccccc3F)s2)c1C (stereo not given)
i	-2.78	i	CC(=O)c1c(C(C)=O)c(C)n(-c2ccc3ncccc3c2)c1C
i	2.19	i	CN(c1ccc(C(=O)NCc2ccncc2)cc1)S(C)(=O)=O
i	0.01	i	COC(=O)[C@@]1(Cc2ccc(OC)cc2)[C@H]2c3cc(C(=O)N(C)C)n(Cc4ccc(OC(F)(F)F)cc4)c3C[C@H]2CN1C(=O)c1ccccc1
i	-1.28	i	Cn1cccc1C(=O)NS(=O)(=O)c1ccccc1Cl
i	-0.28	i	O=C(Cn1nnc2ccccc2c1=O)NC1CCCc2ccccc21 (stereo not given)
i	0.62	i	C=CCN(c1ccccc1)S(=O)(=O)c1cccc(C(=O)O)c1
i	-2.69	i	CNC(=O)NC(=O)COC(=O)c1cccc(S(=O)(=O)N2CC3(C)CC2CC(C)(C)C3)c1 (stereo not given)
i	1.81	i	O=C(C1CCC1)N1CCN(c2ccnc3cc(Cl)ccc23)CC1
i	-1.09	i	O=C(COC(=O)C1CC1)Nc1ccc(OC(F)F)cc1
i	0.27	i	Cc1cc(=O)c2ccc(C(F)(F)F)cc2[nH]1
i	-0.06	i	CC(C)(C)OC(=O)NCCCC[C@@H](C(=O)N1CCN(C(=O)OC(C)(C)C)CC1)n1cc(C(CO)NC(=O)OC(C)(C)C)nn1 (stereo not given in full)
i	1.18	i	Cc1ccc(C)c(S(=O)(=O)N2CCN(C(=O)c3cccn3C)CC2)c1
i	-3.49	i	Cc1cc(C(=O)N2CCCC(Nc3ccc(F)cc3)C2)c(C)o1 (stereo not given)
i	-1.9	i	Cc1ccc(CN(C(=O)c2sc3ccccc3c2Cl)C2CCS(=O)(=O)C2)cc1 (stereo not given)
i	-1.1	i	N#C/C(=C\C1CC=CCC1)c1nc2ccccc2[nH]1 (stereo not given)
i	-0.22	i	CCC(=O)n1nc(-c2cccnc2)nc1NCc1cccs1
i	1.5	i	CC1(C)CC(=O)C2=C(C1)NC(SCC(=O)Nc1ccccc1)=C(C#N)C2c1ccco1 (stereo not given)

# (more compounds)
KCNQ2 block	Kir21 inh	CHT block	mol
i	-0.2	i	CCOc1ccc(C2=CS/C(=C(\C#N)c3nnc4n3CCCCC4)N2CC)cc1
i	0.25	i	C(=N\Nc1nnnn1-c1ccccc1)/c1ccncc1
i	-0.14	i	Cc1cccc(N2C(=O)C(Cl)=C(Nc3c(C)n(C)n(-c4ccccc4)c3=O)C2=O)c1C
i	0.06	i	COc1ccc(C(=O)COC(=O)CNC(=O)C2CCCCC2)c(OC)c1
i	-0.68	i	COc1ccc(C(C)=O)cc1CSc1nnc(Nc2ccc(C)cc2)s1
i	0.14	i	COc1ccc(S(=O)(=O)N(CC(C)C)CC(C)C)c2cccnc12
i	-3.21	i	CC(OC(=O)Cc1cccc(C(F)(F)F)c1)C(=O)Nc1ccc(Cl)cn1 (stereo not given)
i	-0.58	i	Cc1cccc(N2CC(C(=O)Nc3nc4ccc(S(C)(=O)=O)cc4s3)CC2=O)c1C (stereo not given)
i	-0.92	i	O=C(OCC(=O)N1CCCC1)c1ccccc1OCc1ccccc1
i	1.06	i	Cc1cccc(NC(=S)N/N=C/c2c[nH]c3ccccc23)c1
i	-0.34	i	COc1ccc(C(=O)NNC(=O)CSc2nnc(-c3cccnc3)n2C)cc1
i	-0.04	i	CCOC(=O)c1cnc2c(OC)cccc2c1Nc1ccc2c(c1)OCCO2
i	0.75	i	O=C1CC(N2CCN(c3ccccn3)CC2)C(=O)N1c1ccc(Cl)cc1 (stereo not given)
i	-0.82	i	COc1cc(CN(C(=S)NCC(=O)O)C2CCCC2)cc(OC)c1OC
i	-1.31	i	Cc1c2n(c3ccccc13)CCC2=O
i	0.02	i	CC(=O)Nc1ccc2oc(C)nc2c1
i	-1.91	i	COc1ccc(/C=C(/NC(=O)c2ccco2)C(=O)N2CCCCCC2)cc1OC
i	-0.03	i	CCC(=O)N1CCN(CCN=CC2=C(O)CC(C)(C)CC2=O)CC1
i	-0.19	i	O=C(CNC(=O)c1ccccc1F)N/N=C/c1cc(Br)ccc1OCc1ccccc1
i	0.75	i	C/C(=N\NC(=O)c1ccc(CN2CCc3ccccc3C2)cc1)c1ccccc1O

# Retrieved one by one from the list above, 2 records:
KCNQ2 block	Kir21 inh	CHT block	mol
i	1.06	i	Cc1cccc(NC(=S)N/N=C/c2c[nH]c3ccccc23)c1
i	-3.21	i	CC(OC(=O)Cc1cccc(C(F)(F)F)c1)C(=O)Nc1ccc(Cl)cn1 (stereo not given)

# The results go on:
KCNQ2 block	Kir21 inh	CHT block	mol
-7.74*	0.92	i	Cc1oc(CC(C)C)cc1C(=O)Nc1cccc2ccccc12
i	-0.74	i	O=C(CCCCn1c(=O)c2ccccc2n(Cc2ccccc2F)c1=O)NC1CCN(Cc2ccccc2)CC1
i	-0.03	i	Cc1ccc(C(=O)Nc2cccc(C(=O)O)c2)cc1S(=O)(=O)N1CCOCC1
i	-0.18	i	Brc1ccc(-c2nnc(-c3ccccc3Br)o2)cc1
i	0.33	i	Cc1ccc(NC(=O)c2ccc(CSc3ccccn3)cc2)cc1
i	-6.6	i	CC[n+]1cc(C)ccc1/C=C/c1ccc(N(C)C)cc1
i	1.5	i	COc1ccc(-c2nc(-c3cccnc3)no2)cc1
i	-0.03	i	CCOC(=O)c1cc(C)n(-c2c(C)n(C)n(-c3ccccc3)c2=O)c1C
i	-0.67	i	CCOc1cc(CNn2cn[nH]c2=S)cc(Cl)c1OCc1ccccc1F
i	1.27	i	Cc1ccc(C)c(NC(=O)COC(=O)Cn2c(C)csc2=O)c1
i	1.43	i	COc1ccc(N2C(=S)NC3N2C(=S)NC3(C)c2ccccc2)cc1 (stereo not given)
i	2.35	i	Cc1cc(N=Nc2ccccc2C(=O)O)c(C)c(C)c1O
i	-0.27	i	O=C(O)c1cn(Cc2ccccc2)nc1-c1cccnc1
i	-0.57	i	Cc1c(/C=N/NC(=O)C2(O)c3ccccc3-c3ccccc32)cnn1C
i	0.82	i	COc1ccccc1NC(=O)/C(=C/c1cccs1)NC(=O)c1ccco1
i	-0.01	·	CCOCCCNC(=O)c1cn(CC(C)C)c(=O)c2cc(OC)c(OC)cc12
i	2.11	i	CC1=NN(C(=O)COc2ccccc2)C(O)(c2cccnc2)C1 (stereo not given)
i	1.09	i	O=C(c1cccc(C(F)(F)F)c1)C1CCCN(C(=O)Cn2cncn2)C1 (stereo not given)
i	0.45	i	COc1ccc(OCCCC(=O)OCC(=O)c2ccc3c(c2)NC(=O)CO3)cc1
i	-0.02	i	CCOC(=O)CSCc1nc(-c2ccc(Cl)cc2)oc1C

# Printed as active in CHT block, of those listed so far:
KCNQ2 block	Kir21 inh	CHT block	mol
i	1.57	-7.93*	COc1ccc(OCC(=O)N/N=C/C=C/c2ccccc2)cc1
i	0	-5.19*	O=C(Nc1ccccc1Cl)C1CCCN(c2ncnc3c2nc2n3CCCCC2)C1 (stereo not given)

# Further records:
KCNQ2 block	Kir21 inh	CHT block	mol
i	0.33	i	O=c1[nH]nc2n1CCCCC2
i	-0.72	i	COC(=O)C(C)N(C#N)c1nc(C)nc(C)n1 (stereo not given)
i	2.21	i	Cc1ccc(S(=O)(=O)N2CCOCC2)cc1NC(=O)C1=NN(c2ccccc2)C(=O)CC1
i	-0.75	i	N=C(N)SCc1nc2ccccn2c1Br
i	2.22	i	CC(C)(Oc1ccc(CCNC(=O)c2ccc(Cl)cc2)cc1)C(=O)O
i	0.98	i	CC(=O)N[C@@H](C)C(=O)N1CCC(n2nccc2NC(=O)CCCc2ccccc2)CC1
i	-0.93	i	O=C(COc1ccc2c(c1)oc(=O)c1ccccc12)N[C@@H](Cc1ccccc1)C(=O)O
i	0.42	i	CCOc1ccc(-c2nc(CSCC(=O)NC3CC3)c(C)o2)cc1
i	-0.2	i	C#CCNC(=O)C1=C[C@@H](c2csc3ccccc23)[C@H](CCCO)[C@@H](OCC)O1
i	-0.01	i	Cc1cc(NC(NC(=O)c2ccco2)(C(F)(F)F)C(F)(F)F)no1
-6.83*	0.68	i	COc1cc(-c2nnc(SCc3ccccc3Cl)o2)cc(OC)c1OC
i	0.82	i	COc1ccc(OC)c2[nH]c(=O)c(CCNC(=O)CC(C)C)cc12
i	0.71	i	O=[N+]([O-])c1cccc(S(=O)(=O)N2CCCC2)c1
i	0.07	i	Cc1c(NC2=C(Cl)C(=O)N(c3ccccc3Cl)C2=O)c(=O)n(-c2ccccc2)n1C

# Source: PubChem BioAssay (Johns Hopkins Ion Channel Center)
